Compound activity (PubChem)
H9c2 TAG inh = reduces triacylglycerol accumulation in H9c2 cells. Nile Red lipid (TAG) fluorescence; cells loaded with 200 µM oleic acid. inhibition, % at 12.5 µM. 0.66% of 230,000 active. AID 651582;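 active means pattern-corrected inhibition of lipid staining of at least 50% with the nuclear-stain viability signal not falling by more than 50%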;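 further: 0% = DMSO wells and 100% = triacsin C control wells; some results filed as inactive read as strong as hits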
H9c2 TAG inh DAPI viability = further read-out of H9c2 TAG inh, marked with its call; DAPI nuclei signal change (viability), lower = more cytotoxic, %;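 whole-well DAPI fluorescence read on a plate reader as a viability signal; minus 50 percent equals half of cells still viable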
* marks the source's active call; other numbers are inactive results.

#1 CC1SC2(NC1=O)C1CC3CC(C1)CC2C3 (stereo not given)
#2 Cc1c(C(=O)N2CCN(c3ccccc3)CC2)oc2c1C(=O)CC(C)(C)C2
#3 CCOC(=O)N1CCN(C(=O)CCn2c(=O)[nH]c3ccsc3c2=O)CC1
#4 O=C(c1ccco1)N1CCN(c2nc3ccsc3c(=O)s2)CC1
#5 CCCc1cc(=O)n2[nH]c(-c3ccc(OC)cc3)nc2n1
#6 O=[N+]([O-])c1ccc(N2CCOCC2)cc1NCc1ccccc1

entry no. | 1 | 2 | 3 | 4 | 5 | 6
H9c2 TAG inh | -9 | -13 | 8 | -17 | -11 | -8
H9c2 TAG inh DAPI viability | 11 | 0 | -10 | 4 | 3 | -10

#7 Cc1cc(C)cc(SCc2noc(C(=O)NCc3ccccc3)c2C(=O)NCc2ccccc2)c1
#8 COc1ccc(F)cc1S(=O)(=O)N1CCCCC1
#9 CCc1ccc(S(=O)(=O)Nc2ccc(-c3nc4cccnc4s3)cc2)s1
#10 COc1ccccc1CNc1nc(NCc2cnc(C)cn2)c2sccc2n1
#11 Cc1ccc(Cn2c(C3CCCN3c3nc(-c4ccc(F)cc4)cs3)nc3cc(Cl)c(Cl)cc32)cc1 (stereo not given)
#12 O=S(=O)(c1ccccc1)N1CCN=C1SCc1cccc(Cl)c1

entry no. | 7 | 8 | 9 | 10 | 11 | 12
H9c2 TAG inh | -10 | 7 | -4 | -7 | 15 | -2
H9c2 TAG inh DAPI viability | -5 | -7 | 54 | -3 | 1 | -8

#13 Cc1nn(-c2ccccc2)c(N)c1C1(O)C(=O)N(C(C)C)c2ccccc21 (stereo not given)
#14 Cc1cc(C)cc(N(CCC#N)C(=O)CSc2nc3ccccc3c(=O)[nH]2)c1
#15 O=C(Nc1ccc(Cl)c(C(F)(F)F)c1)c1ccncc1
#16 Cc1c(N(C)CS(=O)(=O)O)c(=O)n(-c2ccccc2)n1C
#17 CN(C)C(CNC(=O)CCNS(=O)(=O)c1ccccc1C(F)(F)F)c1ccccc1 (stereo not given)
#18 COCCNC(=S)N1CCN(c2nc(-c3ccc(F)cc3)cs2)CC1

entry no. | 13 | 14 | 15 | 16 | 17 | 18
H9c2 TAG inh | 6 | 10 | 17 | 1 | 33 | 9
H9c2 TAG inh DAPI viability | -4 | -1 | -8 | 4 | -10 | -2

#19 CCN1C(=O)[C@@H]2[C@@H](c3ccc(-c4ccc(Cl)c(Cl)c4)c(OC)c3)N3CCCC[C@@]3(C(=O)OC)[C@@H]2C1=O
#20 O=C(Cc1cccs1)N1CCN(S(=O)(=O)c2cc(Cl)ccc2Cl)CC1
#21 COc1ccc(CN2C(=O)C(CC(=O)NCc3ccco3)CC(C(=O)N3CCOCC3)=C2C)cc1 (stereo not given)
#22 CSCCC(NC(=O)c1ccccc1Br)C(=O)N1CCCCCCC1 (stereo not given)
#23 CCOC(=O)CC(=O)Nc1ccsc1C(N)=O
#24 C/C(=N\NC(N)=O)c1cc(Cl)cc(Cl)c1O

entry no. | 19 | 20 | 21 | 22 | 23 | 24
H9c2 TAG inh | 8 | -22 | 20 | 8 | 17 | -4
H9c2 TAG inh DAPI viability | 3 | 3 | -21 | 9 | -8 | 0

#25 O=C1CN(C(=O)c2ccccc2Cl)c2ccccc2N1
#26 C/C(=C1/SC(N2CCCC2)=NC1=O)c1ccc(Br)cc1
#27 COc1cc(/C=C\C(=O)O)cc(S(=O)(=O)N2CCCCCC2)c1OC
#28 COc1ccc(N2C(=O)CN=C2Nc2cccc(C)c2C)cc1OC
#29 Cc1c(C(=O)c2ccc(N(C)C)cc2)c2ccccn2c1CCC#N
#30 CCN(CC)C(=O)CSc1nnc(-c2ccc(F)cc2)n1N

entry no. | 25 | 26 | 27 | 28 | 29 | 30
H9c2 TAG inh | 4 | 16 | -19 | -11 | -64 | 8
H9c2 TAG inh DAPI viability | -3 | -5 | 3 | 10 | -3 | -13

#31 CC(=O)Nc1ccc(NC(=O)CN(C)S(=O)(=O)c2ccc3nc(C)sc3c2)cc1
#32 O=C(c1ccccc1)N1CCN(C(=O)c2ccccc2)C1c1ccccc1
#33 O=C1CCCc2c1nc(-c1ccc(F)cc1)n2O
#34 COc1cccc(-c2cnc3c(NC=O)cc(-c4cc(C)c(O)c(C)c4)cn23)c1
#35 COc1ccc(/C=C/C(=O)OCC(=O)N2c3ccccc3CC2C)cc1 (stereo not given)
#36 O=C(Nc1nc2cc3c(cc2s1)OCCO3)c1ccc([N+](=O)[O-])o1

entry no. | 31 | 32 | 33 | 34 | 35 | 36
H9c2 TAG inh | -17 | -8 | 4 | 43 | 5 | 69
H9c2 TAG inh DAPI viability | -5 | 1 | 8 | -31 | -3 | -61

#37 Cc1ccc(S(=O)(=O)N(Cc2n[nH]c(=S)n2-c2ccccc2)c2cccc(Cl)c2)cc1
#38 O=C(c1ccco1)N1CCN(C(=S)NC2CC3CCC2C3)CC1 (stereo not given)
#39 C/C(=N\NC(=O)C1CCCC1)c1ccc(Cl)cc1Cl
#40 CC(C)(C)NC(=O)CN(Cc1ccccc1)S(=O)(=O)c1ccccc1
#41 Clc1cccc(Cl)c1CO/N=C/c1cccs1
#42 CC1NC(=O)NC1CCCCC(=O)O (stereo not given)

entry no. | 37 | 38 | 39 | 40 | 41 | 42
H9c2 TAG inh | -12 | 4 | -15 | -9 | -4 | 12
H9c2 TAG inh DAPI viability | 3 | 3 | -3 | -5 | -2 | 2

#43 COc1ccc2cc(C(N)=O)/c(=N/NC(=O)c3ccco3)oc2c1
#44 CNC(=O)Cn1nc(-c2ccc(C)c(S(=O)(=O)N(C)C)c2)c2ccccc2c1=O
#45 Cc1ccc(CNC(=O)C(C(=O)NCc2ccc(C)o2)c2ncc(C(F)(F)F)cc2Cl)o1
#46 COCC(=O)Nc1ccc(S(=O)(=O)NCC2CCCO2)cc1 (stereo not given)
#47 COc1ccc(NC(=O)CC2C(=O)N(c3cccc(OC)c3)C(=O)N2Cc2ccco2)cc1 (stereo not given)
#48 O=C(COC(=O)C(Cc1ccccc1)NC(=O)c1ccco1)NC1CC1 (stereo not given)

entry no. | 43 | 44 | 45 | 46 | 47 | 48
H9c2 TAG inh | 22 | 12 | -8 | 6 | 9 | -8
H9c2 TAG inh DAPI viability | 2 | 8 | -1 | -4 | -1 | -3

#49 O=C(Cn1cnc2ccccc2c1=O)NNC(=O)c1ccccc1F
#50 Cn1c(OCc2ccc3c(c2)OCO3)nc2c1c(=O)n(Cc1cccc(Cl)c1)c(=O)n2C
#51 Cn1nnnc1SCC(=O)Nc1ncc(Cl)cc1Cl
#52 CC(=O)Nc1ccc(CC(=O)Nc2ccc3c(c2)OC2(CCCC2)O3)cc1
#53 CCOc1cc(C(=O)Nc2ccc(S(=O)(=O)Nc3onc(C)c3C)cc2)cc(OCC)c1OCC
#54 CCN1C(=O)CC(N2CCC(C(=O)N3CCOCC3)CC2)C1=O (stereo not given)

entry no. | 49 | 50 | 51 | 52 | 53 | 54
H9c2 TAG inh | -4 | -5 | -16 | 6 | 4 | -7
H9c2 TAG inh DAPI viability | 4 | -5 | -4 | -2 | 5 | 6

Single records, as listed above. Values in the order: H9c2 TAG inh, H9c2 TAG inh DAPI viability
Listed for Cn1c(OCc2ccc3c(c2)OCO3)nc2c1c(=O)n(Cc1cccc(Cl)c1)c(=O)n2C : -5, -5
Listed for O=C(Cn1cnc2ccccc2c1=O)NNC(=O)c1ccccc1F : -4, 4
Listed for CC(=O)Nc1ccc(CC(=O)Nc2ccc3c(c2)OC2(CCCC2)O3)cc1 : 6, -2

Next structures follow:
#55 O=C(NCc1ccc(Cl)cc1)C(=O)NCC1OCCN1S(=O)(=O)c1ccc2c(c1)OCCO2 (stereo not given)
#56 O=C(COC(=O)Cc1ccsc1)NC1CCCCCC1
#57 COc1ccc(C(=O)CSc2nc3cccnc3n2C)cc1
#58 COc1cccc(NC(=O)CN(C)C(=O)CCNS(=O)(=O)c2ccc(C)cc2)c1
#59 O=C(Oc1ccc2c(=O)c(Oc3ccc4ccccc4c3)coc2c1)c1cncc(Br)c1
#60 CCC(=O)C1=C(N2CCCC2)CC(C)(C)CC1=O

entry no. | 55 | 56 | 57 | 58 | 59 | 60
H9c2 TAG inh | 10 | 6 | -23 | -22 | -6 | -8
H9c2 TAG inh DAPI viability | 2 | -10 | -5 | 5 | 3 | -8

Arranged by count of non-hydrogen atoms (descending): part of the list above
#53 CCOc1cc(C(=O)Nc2ccc(S(=O)(=O)Nc3onc(C)c3C)cc2)cc(OCC)c1OCC
#47 COc1ccc(NC(=O)CC2C(=O)N(c3cccc(OC)c3)C(=O)N2Cc2ccco2)cc1 (stereo not given)
#59 O=C(Oc1ccc2c(=O)c(Oc3ccc4ccccc4c3)coc2c1)c1cncc(Br)c1
#44 CNC(=O)Cn1nc(-c2ccc(C)c(S(=O)(=O)N(C)C)c2)c2ccccc2c1=O
#52 CC(=O)Nc1ccc(CC(=O)Nc2ccc3c(c2)OC2(CCCC2)O3)cc1
#48 O=C(COC(=O)C(Cc1ccccc1)NC(=O)c1ccco1)NC1CC1 (stereo not given)
#49 O=C(Cn1cnc2ccccc2c1=O)NNC(=O)c1ccccc1F
#43 COc1ccc2cc(C(N)=O)/c(=N/NC(=O)c3ccco3)oc2c1

entry no. | 53 | 47 | 59 | 44 | 52 | 48 | 49 | 43
H9c2 TAG inh | 4 | 9 | -6 | 12 | 6 | -8 | -4 | 22
H9c2 TAG inh DAPI viability | 5 | -1 | 3 | 8 | -2 | -3 | 4 | 2

#54 CCN1C(=O)CC(N2CCC(C(=O)N3CCOCC3)CC2)C1=O (stereo not given)
#46 COCC(=O)Nc1ccc(S(=O)(=O)NCC2CCCO2)cc1 (stereo not given)
#56 O=C(COC(=O)Cc1ccsc1)NC1CCCCCC1
#51 Cn1nnnc1SCC(=O)Nc1ncc(Cl)cc1Cl
#60 CCC(=O)C1=C(N2CCCC2)CC(C)(C)CC1=O
#42 CC1NC(=O)NC1CCCCC(=O)O (stereo not given)

entry no. | 54 | 46 | 56 | 51 | 60 | 42
H9c2 TAG inh | -7 | 6 | 6 | -16 | -8 | 12
H9c2 TAG inh DAPI viability | 6 | -4 | -10 | -4 | -8 | 2

(further entries)
#61 COc1ccc(N(CC(=O)Nc2ccc(C)c(C)c2)S(=O)(=O)c2c(C)n[nH]c2C)cc1
#62 CCCn1cc(CN2CCc3ccc(NC(=O)C4CCCO4)cc3C2)c(C)n1 (stereo not given)
#63 Cc1ccnc(NC(=S)NC(=O)/C=C/c2ccco2)c1
#64 Cc1nc2c(-c3ccc(F)cc3)cnn2c2c1CCC2
#65 CCCCC[C@H](O)/C=C/C1=C(CCCCCCC(=O)O)C(=O)CC1
#66 Cc1cccc(C)c1NC(=O)C(=O)NCC1CCCN1S(=O)(=O)c1cccs1 (stereo not given)

entry no. | 61 | 62 | 63 | 64 | 65 | 66
H9c2 TAG inh | -6 | -4 | 4 | 9 | 4 | 4
H9c2 TAG inh DAPI viability | 9 | 7 | -14 | -3 | -12 | 3

#67 O=S(=O)(c1ccc(N2CCN(S(=O)(=O)c3ccc4c(c3)OCCO4)CC2)nc1)N1CCCC1
#68 Cc1nc(/C=C\C(=O)O)c2cc(C)oc2n1
#69 COc1ccc(OC)c(NC(=O)C2(C)CCN2C(=O)Cc2ccc(Cl)cc2Cl)c1 (stereo not given)
#70 C[C@@H]1CCCCO[C@H](CN(C)C(=O)Cc2ccccc2)[C@@H](C)CN([C@H](C)CO)C(=O)c2cc(N(C)C)ccc2O1
#71 COc1cc2ncnc(NCc3ccc(C)o3)c2cc1OC
#72 C[C@H]1CN([C@@H](C)CO)C(=O)CCCn2nncc2CO[C@@H]1CN(C)C(=O)Nc1ccc2c(c1)OCO2

entry no. | 67 | 68 | 69 | 70 | 71 | 72
H9c2 TAG inh | 6 | 13 | -4 | -4 | -14 | 14
H9c2 TAG inh DAPI viability | 3 | -5 | -5 | -7 | 14 | -10

#73 CC(=O)c1ccc(C(=O)NC2CCCN(Cc3ccc(Cl)cc3)C2)s1 (stereo not given)
#74 CCCN(CC1CC1)C(=O)CSc1ncnc2sccc12
#75 CC(=O)c1ccc(OCc2cc(C(=O)N(C)C3CCOC3)no2)cc1 (stereo not given)
#76 COc1cc(/C=N/N2CCN(Cc3ccc(Cl)cc3)CC2)ccc1OC(C)=O
#77 CCN(CC)CCn1c(SCC(=O)NCc2ccco2)nc2c(sc3ccccc32)c1=O
#78 Cc1ccccc1CC1(CO)CCCN(Cc2ccccc2Cl)C1 (stereo not given)

entry no. | 73 | 74 | 75 | 76 | 77 | 78
H9c2 TAG inh | 12 | 0 | 5 | 0 | 33 | -18
H9c2 TAG inh DAPI viability | 1 | 1 | 1 | 0 | 5 | 1

#79 O=C1CCC(=O)N1CN(C(=O)c1ccco1)c1ccccc1
#80 COc1ccc(C(CNC(=O)c2ccc(S(=O)(=O)Nc3cccc(C)c3C)cc2)N2CCOCC2)cc1 (stereo not given)
#81 CC(C)COc1ccc(C(=O)NCc2ccco2)cc1
#82 O=C(c1ccc(NC(=S)Nc2ccc(F)cc2F)cc1)N1CCOCC1
#83 O=c1oc(-c2cccs2)nc2ccccc12
#84 COc1cccc(NC(=O)CN(C)C(C)C(=O)N2CCCCC2)c1 (stereo not given)

entry no. | 79 | 80 | 81 | 82 | 83 | 84
H9c2 TAG inh | -10 | 11 | 2 | -12 | -16 | -14
H9c2 TAG inh DAPI viability | 12 | -7 | -10 | -8 | -11 | 8

#85 O=C(Cn1cnc2c(NCc3ccccc3)ncnc21)NCCCN1CCCC1=O
#86 COCCNC(=O)C1Cc2c(ccc3ccccc23)O1 (stereo not given)
#87 C#CCNC(=O)C1=C[C@H](c2ccc(Br)cc2)[C@@H](CCCO)[C@H](OCC)O1
#88 Cc1ccc(CNC(=O)C2CCN(c3nc(C)cc(C)n3)CC2)cc1
#89 COC(c1ccccc1)c1nnc(CCC(=O)NCc2ccc3ncccc3c2)o1 (stereo not given)
#90 O=C(CC1SC(=Nc2ccccc2F)N(CCN2CCOCC2)C1=O)Nc1ccc(F)cc1F (stereo not given)
#91 COc1ccc(Cc2c(O)nc(SCC(=O)N3CCOCC3)[nH]c2=O)cc1

entry no. | 85 | 86 | 87 | 88 | 89 | 90 | 91
H9c2 TAG inh | 7 | -3 | -11 | 1 | 5 | 8 | -3
H9c2 TAG inh DAPI viability | -3 | 4 | 10 | -2 | -7 | 10 | 0

Some of the compounds tested. The share of hits here may be higher or lower than overall.
